# Screens from PubChem BioAssay.
# T cell HTS: modulates CD8 T cell binding to vesicles; 2C CD8+ T cell-vesicle binding, flow cytometry; active compounds read low; calls only at 7 µM; 0.068% of 330,000 active;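 active = response, share of CD8 T cells binding vesicles, and their 90th percentile fluorescence all below set limits, cut at about 80% in these data, passing the limit was not always enough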
#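 Assay system: 2C TCR transgenic mouse naive CD8+ T cells, MACS-purified | Read-out: CD8+ gate FL2 mean fluorescence as % of same-row positive control | Signal: High-throughput flow cytometry with anti-B7-1 and anti-CD8 staining | Timing: Binding step 1.5 h, 37 °C, antibody labelling 20 min, ice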
# West Nile antiviral: West Nile virus antiviral activity, cell-based, CPE readout (AID 1621) | CPE inhibition, % at 10 µM, or IC50 in µM where a hit was titrated | 0.02% of 290,000 active | West Nile virus-infected cells, CPE inhibition; higher % means a stronger effect; in the data active = a potency from the dose series; inconclusive = CPE inhibition mostly from about 3.7% at the one dose, without a potency; inactive = the rest, 99 in 100 with CPE inhibition below about 2.2%; also: strong numbers were not always called active
# Rac1 GTP hydrolysis: MgcRacGAP GTPase-activating activity inhibitors, confirmation, biochemical, ADP Hunter fluorescence; MgcRacGAP-stimulated Rac1 GTP hydrolysis, ADP Hunter fluorescence; higher % means a stronger effect; GST-tagged Rac1 F28L mutant substrate; one-dose inhibition, % at 30 µM; IC50 in µM for titrated hits; 0.6% of 340,000 active; AID 624330;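 active = first-screen hits whose inhibition reached a set limit at any dose in the follow-up dose series; inconclusive = inhibition above the set first-screen limit but never retested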;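 also: fluorescence reports GDP produced by GAP-driven GTP hydrolysis; strong numbers were not always called active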
# Salmonella PhoP GFP: inhibitors of PhoP regulon expression, primary screen, Salmonella Typhimurium, GFP reporter (AID 1863). inhibition, % at 50 µM, or IC50 in µM where a hit was titrated. 0.16% of 300,000 active. S. Typhimurium PhoP-regulated promoter GFP reporter, 4 h; higher % means a stronger effect;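 active = inhibition over 29.93%, a cutoff 3 SD above the screen mean, later confirmed by dose response; inconclusive = inhibition over 29.93% but no dose response follow-up; inactive = inhibition at most 29.93% or unconfirmed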;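 also: 0% = low Mg2+ inducing control and 100% = high Mg2+ repressing control; strong numbers were not always called active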
# Large T inhibition: SV40 large T antigen inhibitors, biochemical (AID 1903) | 0.39% of 310,000 active | inhibition, % at 20 µM, or IC50 in µM where a hit was titrated | SV40 large T antigen ATPase/helicase inhibition assay; higher % means a stronger effect; in the data active = a potency from the dose series; inconclusive = inhibition mostly from about 32% at the one dose, without a potency; inactive = the rest, 99 in 100 with inhibition below about 32%; also: strong numbers were not always called active
# NS5 inhibitors: flavivirus cap methylation enzyme inhibition – biochemical, confirmation dose response, primary screen (AID 588689) | 0.3% of 340,000 active | Dengue-2 NS5 methyltransferase capping enzyme assay, biochemical; higher % means a stronger effect | inhibition, % at 25 µM, or IC50 in µM where a hit was titrated; in the data active = a potency from the dose series; inconclusive = inhibition above about 29% without an active follow-up result
# NTR1 agonist: agonists of NTR1, primary screen, imaging, U2OS cells, beta-arrestin-GFP, high content (AID 493036). P30989. NTR1-U2OS beta-arrestin-GFP spot imaging, agonist mode. activation, % at 20 µM. 0.17% of 330,000 active;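 active = activation at or above 40% of the spot to cytoplasm intensity ratio, with at least 20 cells analyzed; inconclusive = wells under 20 cells, flagged as cytotoxic or low count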;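 also: 0% = DMSO without peptide and 100% = 100 nM NTR1 peptide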
# Target sequence (P30989 whole entry, looked up): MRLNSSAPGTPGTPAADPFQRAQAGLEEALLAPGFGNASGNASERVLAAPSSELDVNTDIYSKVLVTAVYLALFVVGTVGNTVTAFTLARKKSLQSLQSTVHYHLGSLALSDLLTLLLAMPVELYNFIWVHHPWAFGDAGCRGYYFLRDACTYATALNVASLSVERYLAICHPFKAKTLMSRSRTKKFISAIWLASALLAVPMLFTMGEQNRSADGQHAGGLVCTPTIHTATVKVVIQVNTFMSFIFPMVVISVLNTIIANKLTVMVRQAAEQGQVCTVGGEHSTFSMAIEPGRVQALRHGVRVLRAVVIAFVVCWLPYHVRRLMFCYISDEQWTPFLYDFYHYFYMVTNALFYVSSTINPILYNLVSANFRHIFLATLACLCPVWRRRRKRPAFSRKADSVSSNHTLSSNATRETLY
# UTI89 phage lysis: protection from phage-mediated lysis, alamar blue read-out – E. coli UTI89, K1F phage, bacterial capsule biogenesis inhibitors (AID 488966) | E. coli UTI89 K1F phage lysis, alamar blue, 2 h; higher % means a stronger effect | one-dose inhibition, % at 100 µM; IC50 in µM for titrated hits | 0.02% of 340,000 active;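 active = phage lysis inhibition, versus mean bacterial control, above a set limit; inconclusive = no clear call, values can overlap the other calls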;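 also: capsule biogenesis inhibitors block K1F phage lysis so surviving cells raise fluorescence; higher fluorescence means more inhibition of phage lysis; actives were called in the ten point dose series up to 300 µM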
# RSV antiviral HEp-2: inhibition of RSV-induced cytopathic effect – HEp-2 cells, primary 10 µM value included (AID 2391); HEp-2 cells, RSV-induced CPE inhibition; higher % means a stronger effect; CPE inhibition, % at 10 µM; hits with a dose series show IC50 in µM; 0.13% of 310,000 active; in the data active = a potency from the dose series; inconclusive = CPE inhibition mostly from about 23% at the one dose, without a potency; inactive = the rest, 99 in 100 with CPE inhibition below about 21%; also: strong numbers were not always called active
# T cell HTS vesicle-bound %: further read-out of T cell HTS, marked with its call; double positive events, %; measured here: CD8+ vesicle-bound cell fraction;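 binding gate set so that unloaded-vesicle control wells show 10% double positive cells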
# NTR1 agonist cell count 20 µM: further read-out of NTR1 agonist, marked with its call; cell count; measured here: cell count, cytotoxicity flag
# NS5 inhibitors pilot replicate: second read-out of NS5 inhibitors, no call of its own (marks repeat the call); inhibition, %; measured here: pilot screen replicate inhibition
# Numbers without * were called inactive; i = inactive; ? = inconclusive; nt = no result given; [ ] = another dose, or the depositor's remark.
SMILES,T cell HTS,T cell HTS vesicle-bound %,West Nile antiviral,Rac1 GTP hydrolysis,Salmonella PhoP GFP,Large T inhibition,NS5 inhibitors,NTR1 agonist,NTR1 agonist cell count 20 µM,UTI89 phage lysis,RSV antiviral HEp-2,others
Cc1ccc(S(=O)(=O)N2CCN(C(=O)CC(C)C)CC2)cc1,i,48,-1.0%,8%,4%,16%,-9%,2.5,49,0.2%,1.8%,
Cc1ccc(S(=O)(=O)NCC(=O)OC2CCOC2=O)cc1 (centres undefined),i,36,-0.1%,15%,4%,3%,5%,1.6,48,1.8%,-0.5%,
CCNC(=O)c1ccc(NC(=O)CC2SC(N3CCCC3)=NC2=O)cc1 (centres undefined),i,48,nt,-1%,0%,11%,-11%,-0.6,78,0.5%[50 µM],1.2%,
O=S(=O)(/N=C(/Nc1cccnc1)c1ccccc1)c1ccc(F)cc1F,i,55,nt,3%,nt,nt,2%,1.5,56,0.7%[50 µM],nt,
Cc1cc(C)n2cc(CSc3nc4cc(Cl)ccc4o3)nc2n1,i,14,-0.4%,12%,6%,-6%,-9%,-0.7,47,0.9%,3.3%,
Cc1cccc(N/N=C/c2ccncc2)c1,i,62,-0.9%,-1%,10%,23%,-8%,-0.1,99,0.1%,13%,
CC(C)NC(=O)[C@H]1N2C(=O)c3ccccc3C2SC1(C)C (some centres undefined),i,26,-0.6%,6%,nt,14%,-7%,-1.2,98,0.1%,2.0%,
CCN(CC(=O)Nc1cc(Cl)ccc1C)C(=O)CC1CCCC1,i,54,nt,5%,nt,nt,7%,1.4,84,0.3%[50 µM],nt,
CCN(C(=O)C1CCCN(c2nc(-c3ccc(OC)cc3)no2)C1)c1ccccc1F (centres undefined),i,19,-1.2%,5%,nt,nt,-1%,6.1,61,0.2%,10%,
O=C(NCc1ccncc1)c1ccc(NS(=O)(=O)c2cccc([N+](=O)[O-])c2)cc1,i,56,nt,-1%,-1%,12%,-1%,0.9,71,0.7%,-1.7%,
Cc1ccc(NC(=O)COC(=O)Cc2csc(-c3cccc(F)c3)n2)cc1C,i,49,-0.2%,11%,-5%,21%,0%,0.0,45,1.0%,2.8%,
CCCOc1ccc(/C(O)=C2/C(=O)C(=O)N(CCCn3ccnc3)C2c2cccs2)cc1 (centres undefined),i,61,-0.1%,2%,10%,3%,-1%,-0.8,67,-0.2%,0.3%,
Cc1ccc(C(=O)OCC(=O)N2CCOCC2)cc1,i,39,0.0%,9%,9%,3%,-1%,2.5,44,0.1%,0.4%,
CCn1c(SCc2nc3scc(-c4ccccc4)c3c(=O)[nH]2)nnc1-c1cccs1,i,46,-0.4%,0%,35%,-5%,-11%,3.5,48,3.0%,7.4%,
COc1ccc(CC(=O)NNC(=O)COc2ccc3ccccc3c2)cc1,i,43,-0.4%,-7%,1%,24%,1%,nt,nt,5.1%,0.3%,
CN(C(=O)COC(=O)/C=C/c1ccccc1[N+](=O)[O-])c1ccccc1,i,48,-0.7%,-6%,-1%,11%,-3%,2.7,78,-0.5%,0.2%,
CCn1[nH]c(=O)c(=Nc2c(C)n(C)n(-c3ccccc3)c2=O)cc1-c1ccc(Cl)cc1,i,26,0.1%,8%,-1%,9%,1%,-0.2,84,0.0%,1.9%,NS5 inhibitors pilot replicate=0.6
NC(=O)C1CCN(C(=O)c2ccc(NC3=NC4CS(=O)(=O)CC4S3)cc2)CC1 (centres undefined),i,18,0.3%,13%,-1%,-2%,-3%,0.8,90,2.4%,0.1%,
CCOC(=O)c1c(C)[nH]c(C(=O)OCC(=O)NC(C)(C)C)c1C,i,55,-1.2%,8%,-7%,-3%,4%,-0.3,23,4.2%,-1.4%,
CC(C)(C)NC(=O)CSc1nc2ccc(NC(=O)CSc3nnc(N)s3)cc2s1,i,16,-1.2%,0%,9%,33%,-4%,0.0,71,1.7%[50 µM],9.7%,

# The final 7 entries of the section above come first, to join the parts:
SMILES,T cell HTS,T cell HTS vesicle-bound %,West Nile antiviral,Rac1 GTP hydrolysis,Salmonella PhoP GFP,Large T inhibition,NS5 inhibitors,NTR1 agonist,NTR1 agonist cell count 20 µM,UTI89 phage lysis,RSV antiviral HEp-2,others
CCn1c(SCc2nc3scc(-c4ccccc4)c3c(=O)[nH]2)nnc1-c1cccs1,i,46,-0.4%,0%,35%,-5%,-11%,3.5,48,3.0%,7.4%,
COc1ccc(CC(=O)NNC(=O)COc2ccc3ccccc3c2)cc1,i,43,-0.4%,-7%,1%,24%,1%,nt,nt,5.1%,0.3%,
CN(C(=O)COC(=O)/C=C/c1ccccc1[N+](=O)[O-])c1ccccc1,i,48,-0.7%,-6%,-1%,11%,-3%,2.7,78,-0.5%,0.2%,
CCn1[nH]c(=O)c(=Nc2c(C)n(C)n(-c3ccccc3)c2=O)cc1-c1ccc(Cl)cc1,i,26,0.1%,8%,-1%,9%,1%,-0.2,84,0.0%,1.9%,NS5 inhibitors pilot replicate=0.6
NC(=O)C1CCN(C(=O)c2ccc(NC3=NC4CS(=O)(=O)CC4S3)cc2)CC1 (centres undefined),i,18,0.3%,13%,-1%,-2%,-3%,0.8,90,2.4%,0.1%,
CCOC(=O)c1c(C)[nH]c(C(=O)OCC(=O)NC(C)(C)C)c1C,i,55,-1.2%,8%,-7%,-3%,4%,-0.3,23,4.2%,-1.4%,
CC(C)(C)NC(=O)CSc1nc2ccc(NC(=O)CSc3nnc(N)s3)cc2s1,i,16,-1.2%,0%,9%,33%,-4%,0.0,71,1.7%[50 µM],9.7%,
Nn1c(SCc2nc3ccccn3c2Br)nnc1-c1cccnc1,i,41,0.1%,4%,-9%,11%,-14%,0.7,45,0.1%,2.0%,
Cc1[nH]c2c(Cl)cccc2c(=O)c1CN1CCCC1,i,36,nt,7%,13%,0%,2%,0.2,60,0.7%,1.1%,
COc1ccc(Br)cc1CN(C)C(C)C(=O)Nc1cc([N+](=O)[O-])ccc1OC (centres undefined),i,4,-0.9%,1%,8%,5%,-4%,4.6,51,0.3%[50 µM],6.3%,
COc1ccc(NS(=O)(=O)c2cccs2)c(OC)c1,i,57,0.1%,5%,6%,6%,-3%,-1.3,58,0.5%,1.3%,
CC(C)(C)N(Cc1ccccc1)C(=O)c1ccc(Br)o1,i,26,0.0%,3%,2%,-3%,-4%,6.3,64,0.3%,-2.7%,
O=C(COc1ccc(Br)cc1Cl)NC(=S)N1CCc2ccccc21,i,39,-0.2%,8%,-3%,10%,-6%,5.1,89,0.1%,5.1%,
CCCOc1ccc(-c2c(C(=O)N/N=C/C3CCCCC3)nnn2-c2nonc2N)cc1,i,42,-0.1%,6%,-1%,10%,-6%,0.9,71,0.0%,9.7%,
COc1cccc(NC(=O)Nc2nnc(Cc3ccccc3)s2)c1,i,41,-0.7%,-2%,-4%,6%,nt,0.2,56,-0.8%,7.9%,
Cc1ccc(C(=O)CSC2=C(C#N)C(c3ccco3)C3=C(CCCC3=O)N2)cc1 (centres undefined),i,30,?,0%,-1%,13%,17%,1.8,82,0.0%,3.5%,
O=C(CCc1nc(-c2ccccc2)no1)N1CCCC1,i,55,0.8%,9%,13%,1%,4%,0.9,53,0.7%,-0.5%,
O=c1c2ccsc2ncn1Cc1ccc(Cl)cc1,i,37,-0.4%,3%,15%,-2%,-6%,0.0,48,2.1%,1.2%,
NC(=O)CC[C@@H]1NC(=O)[C@@H]2CCCN2C(=O)c2cc([N+](=O)[O-])cc(I)c2NCCCC[C@@H](C(=O)NC(CC(=O)O)C(N)=O)NC1=O (some centres undefined),i,35,0.2%,4%,5%,22%,-6%,-0.7,64,1.9%,3.5%,
CC1(C)CC(=O)C2=C(C1)OC1=C(C(=O)CC(C)(C)C1)C2c1ccc(O)c([N+](=O)[O-])c1,i,24,-0.4%,10%,-7%,1%,-9%,3.6,103,-0.2%,2.3%,
Cc1cnc(C(=O)OCC(=O)N2CCN(S(=O)(=O)c3ccc(Cl)cc3)CC2)cn1,i,21,nt,2%,1%,6%,-4%,-0.2,54,1.7%[50 µM],-0.9%,
O=C(Nc1nnc(C2CC2)s1)c1ccncc1,i,53,-0.1%,-13%,0%,0%,-2%,0.9,49,-0.3%,0.3%,
COc1ccc(C2=NOC(CNC(=O)c3ccccc3Br)C2)c(OC)c1 (centres undefined),i,38,-0.4%,2%,1%,8%,5%,0.8,44,-1.8%,3.2%,
Cc1noc(C)c1CSc1nnc2sc3ccccc3n12,i,19,0.2%,-1%,-9%,11%,-4%,0.6,46,0.5%,0.2%,
Cc1nn2cc(-c3ccc(-c4ccccc4)cc3)nc2s1,i,21,0.1%,11%,-6%,11%,-1%,0.0,43,0.9%,3.4%,
CCOc1cccc(NC(=O)CSc2nc(C)c3c(c2C#N)CCCC3)c1,i,53,-0.4%,2%,-4%,3%,-11%,0.7,89,0.3%,1.8%,
CCOC(=O)C1CCCN(C2CC(=O)N(c3cccc(C)c3)C2=O)C1 (centres undefined),i,36,0.7%,14%,-14%,10%,-1%,1.7,49,-0.4%,0.6%,
CNc1c([N+](=O)[O-])cnn1-c1ccc(C)cc1,i,30,-0.6%,9%,0%,18%,1%,4.0,104,0.4%,8.1%,NS5 inhibitors pilot replicate=-0.9
Cc1cc[n+](CC(=O)c2ccc(NC(=O)c3ccccc3)cc2)c2ccccc12,i,22,0.1%,1%,3%,15%,-12%,-2.6,23,0.0%,-1.0%,
Cc1c(Cl)cccc1NC(=S)N1CCN(C(=O)C2CCCO2)CC1 (centres undefined),i,23,0.4%,6%,1%,2%,1%,-1.0,67,5.6%,0.7%,
O=C(NC1CCCC1)C(c1ccncc1)N(C(=O)c1csnn1)c1ccc(Cl)cc1 (centres undefined),i,36,-0.1%,1%,-6%,13%,2%,-0.3,42,0.2%,0.1%,
O=C(Nc1ccnn1C1CCN(Cc2cc3ccccc3[nH]2)CC1)C1CCOC1 (centres undefined),i,10,0.3%,9%,-4%,5%,-9%,0.4,50,0.1%,2.0%,
Cc1ccc(S(=O)(=O)N(C)c2ccccc2C(=O)Nc2c(F)cccc2F)cc1,i,33,-1.5%,17%,-3%,7%,nt,-0.8,41,1.4%,1.8%,

# Rows were taken by chance; 1.5% or so of the library scored in one or more.
